Screening results as filed in PubChem.
Growth percent in the NCI-60 one-dose screen (48 h, 10 µM unless noted): 100 = growth as untreated, 0 = no growth, -100 = all killed.
OVCAR-8 – OVCAR-8 ovarian cancer | actives 4.4% (n = 81,000)
PC-3 – PC-3 prostate cancer cells; actives 3.9% (n = 80,000); AID 1794754
OVCAR-3 – OVCAR-3 ovarian cancer. actives 7% (n = 79,000). AID 1794787
SF-268 – SF-268 CNS cancer cells; AID 1794759; actives 3.1% (n = 82,000)
SF-295 – SF-295 CNS cancer cells; actives 5.6% (n = 79,000); AID 1794758
SF-539 – SF-539 CNS cancer | actives 6.8% (n = 81,000)
U251 – U251 CNS tumor cells | actives 5.4% (n = 80,000)
SNB-19 – SNB-19 CNS cancer cells; actives 2.5% (n = 81,000)
DU-145 – DU-145 prostate cancer | actives 4.2% (n = 81,000)
* hit, by the source's call; · = no result given; & = joins results of further samples; [ ] = remark or other dose. The calls were made as follows: active = growth percent below 10; inactive = the rest.

SMILES	OVCAR-8	PC-3	OVCAR-3	SF-268	SF-295	SF-539	U251	SNB-19	DU-145
O=C(NCc1cc(=O)n(-c2ccccc2)[nH]1)c1ccc(-c2ccccc2)cc1	107	109	104	90	99	102	101	98	103
NNC(=S)NNc1ccccc1	95	77	114	112	97	97	97	97	120
O=C(O)C1C=Cc2ccccc21 (configuration not stated)	100	84	111	104	101	106	101	105	111
CN=NN(C)C(=O)NC	103[100 µM]	97[100 µM]	112[100 µM]	104[100 µM]	101[100 µM]	98[100 µM]	102[100 µM]	99[100 µM]	109[100 µM]
COc1cccc(/C=C2/C[C@]3(C)[C@H]4CC[C@@H]5[C@@H](/C(C)=C\CC=C(C)C)CC[C@@]5(C)[C@]4(C)CC[C@H]3C(C)(C)C2=O)c1OC	101	85	107	97	97	97	98	94	98
CCCCCCCCCCCC(=O)N1CCOCC1	94	88	92	83	95	94	88	91	101
CCCN1C(=O)C(c2ccccc2)C(=O)N2C1=C1CCCN1C(=O)c1ccccc12 (configuration not stated)	103	96	106	103	98	95	99	96	111
CC(C)(C)OC(=O)CC1(O)CCCCC1	108	97	108	104	100	108	104	106	112
COCCc1n(Cc2ccc3ccccc3c2)c2ccccc2[n+]1Cc1ccc2ccccc2c1	-55*	-14*	-73*	-58*	-33*	-9.0*	-90*	-74*	2.7*
CCc1ccc2c(c1)CCCC2(C)C	102	94	105	95	96	91	95	105	107
O=C1CC2CC=CCN2C=C1NC(=O)c1ccccc1 (configuration not stated)	102	87	106	104	93	95	97	113	102
CN1C(=O)CCC2(c3ccccc3)CC=C(O)C=C12 (configuration not stated)	103	99	106	97	109	95	100	107	107
c1ccc2c(c1)CCCc1nnc3nc4ccccc4n3c1-2	39	37	24	44	31	69	38	57	40
CC(C)(C)c1cc(NC(=O)Nc2ccc(-c3cn4c5c(sc4n3)CCc3c[nH]cc3-5)cc2)no1	33	22	·	33	-57*	-4.5*	-15*	22	33
O=C1Nc2ccccc2/C1=C\c1ccccc1O	91	97	89	90	97	89	94	101	89
CNC(=O)c1cc(Oc2cccc3nc(Nc4ccc(Cl)c(F)c4)ccc23)ccn1	49	66	52	55	51	41	53	30	71
OC(Cc1cccnc1)c1ccccc1 (configuration not stated)	97	101	·	·	104	99	98	99	·
O=C(/C=C/c1sc(Cl)nc1Cl)c1ccc(Br)cc1	90	95	40	94	96	71	60	91	99
CC(=O)N1N=C(c2ccc(Nc3nc(Nc4ccc(F)cc4)nc(Nc4ccc(F)cc4)n3)cc2)CC1c1cccc([N+](=O)[O-])c1 (configuration not stated)	92	71	235	103	482	93	87	93	106
COc1ccc(CCN2CCCN3C2=Nc2ccccc2S3(=O)=O)cc1	36	39	6.7*	63	14	-28*	30	·	23
Oc1ccc2ccccc2c1Cl	104	109	110	102	100	102	108	96	123
Cc1cc(NN=C(c2ccc(O)cc2)c2ccc(O)cc2)c([N+](=O)[O-])cc1[N+](=O)[O-]	0.8*	38	63	54	44	69	49	89	82
CCN1CCN(C(C(=O)NCc2ccccc2)c2ccc(Cl)cc2)C(=O)c2ccccc2C1=O (configuration not stated)	99	71	108	97	103	105	92	112	108
COc1cccc2c1c1nc3cc(C)c(C)cc3nc1n2CCN(C)C	26	18	33	38	20	23	26	25	20
Cn1nc(C(=O)O)c(=O)n(C)c1=O	100&103	109&97	111&110	111&109	94&122	99&98	98&106	117&101	116&113
c1ccc2cc(Cn3cc[n+](Cc4ccc5ccccc5c4)c3)ccc2c1	11	15	15	32	70	50	22	30	53
COc1ccc(CN2C(=O)CCC2C(=O)NCCc2ccccc2)cc1 (configuration not stated)	·	91	109	101	96	100	100	96	110
CCCn1cnc2c(=S)nc(N)[nH]c21	114	89	112	111	164	101	112	106	115
CCCCNS(=O)(=O)c1ccccc1	117	98	107	102	122	117	110	101	104
Nc1nc(N)c2cc(S(=O)(=O)c3ccc4ccccc4c3)ccc2n1	48	31	34	40	·	33	28	40	45

6 of these compounds, set out differently.
structure | OVCAR-8 | PC-3 | OVCAR-3 | SF-268 | SF-295 | SF-539 | U251 | SNB-19 | DU-145
CC(=O)N1N=C(c2ccc(Nc3nc(Nc4ccc(F)cc4)nc(Nc4ccc(F)cc4)n3)cc2)CC1c1cccc([N+](=O)[O-])c1 (configuration not stated) | 92 | 71 | 235 | 103 | 482 | 93 | 87 | 93 | 106
COc1ccc(CCN2CCCN3C2=Nc2ccccc2S3(=O)=O)cc1 | 36 | 39 | 6.7* | 63 | 14 | -28* | 30 | · | 23
Oc1ccc2ccccc2c1Cl | 104 | 109 | 110 | 102 | 100 | 102 | 108 | 96 | 123
Cc1cc(NN=C(c2ccc(O)cc2)c2ccc(O)cc2)c([N+](=O)[O-])cc1[N+](=O)[O-] | 0.8* | 38 | 63 | 54 | 44 | 69 | 49 | 89 | 82
CCN1CCN(C(C(=O)NCc2ccccc2)c2ccc(Cl)cc2)C(=O)c2ccccc2C1=O (configuration not stated) | 99 | 71 | 108 | 97 | 103 | 105 | 92 | 112 | 108
COc1cccc2c1c1nc3cc(C)c(C)cc3nc1n2CCN(C)C | 26 | 18 | 33 | 38 | 20 | 23 | 26 | 25 | 20

(listing goes on)
SMILES	OVCAR-8	PC-3	OVCAR-3	SF-268	SF-295	SF-539	U251	SNB-19	DU-145
Cn1cnc2c(=S)nc[nH]c21	118	82	107	103	87	93	94	94	108
N#Cc1ccc(S(=O)(=O)Nc2cccc3[nH]cnc23)cc1	100	·	106	96	98	95	93	94	113
CCSC1=NCCS1	110	103	106	103	107	103	104	102	103
CN(C)CCCNC(=O)c1cc(NC(=O)c2cc(NC(=O)c3ccc(C#Cc4ccccc4)cc3)cn2C)cn1C	-0.6*	-31*	-2.8*	18	-92*	-84*	-92*	25	18
Clc1ccc(-c2nc(-c3cccs3)cn3ccnc23)cc1	81	62	73	83	82	77	82	89	95
O=c1oc2c(Br)cc(Br)cc2cc1-c1cs/c(=N/N=C\c2ccc(Cl)cc2)n1/N=C/c1ccc(Cl)cc1	102	98	111	103	104	104	98	102	107
O=c1c2ccccc2ncn1-c1ccncc1	100	92	112	109	101	101	99	95	117
C#CCSc1nnnn1-c1ccc(Br)c(C)c1	83	100	106	99	103	89	82	86	107
CC(C)N1CCC(CC(O)(c2ccccc2)c2ccccc2)C1 (configuration not stated)	124	87	112	96	97	103	117	109	108
O=C(CCCCCCC(=O)Nc1ccc2c(c1)/C(=C/c1ccc[nH]1)C(=O)N2)NO	11	·	-58*	-13*	6.5*	23	-9.1*	16	4.5*
Nc1ccc(C2NC=CN2)cc1	114	98	109	110	103	104	103	108	110
C/C(=N\O)c1ccc(NC(=O)CSc2nnc(-c3ccccc3)n2-c2ccccc2)cc1	85	74	81	100	92	53	59	97	91
O=C(Nc1nc(-c2ccc(Br)cc2)cs1)c1cc(-c2ccc(Br)cc2)nc2ccc(Cl)cc12	88	73	87	85	98	99	77	87	93
OC(COc1ccccc1)CN1CCN(c2ccccc2Cl)CC1 (configuration not stated)	97	92	107	99	116	114	104	108	116
C1CCC(N2CCN(C3CCCCC3)CC2)CC1	105	90	106	102	107	107	101	110	103
Nc1nc(SCc2ccco2)nc2nc[nH]c12	104	121	101	96	103	104	101	85	107
COc1ccc(-c2ccc(SCC(=O)Nc3ccc(S(N)(=O)=O)cc3)nn2)cc1	95	104	119	87	97	96	90	97	104
COc1cc(CNC(=O)Cc2ccccc2)ccc1OCC(=O)NO	99	93	113	97	103	96	97	99	104
CC(O)C1CC[C@]2(C)[C@@H]1CC[C@@H]1[C@@]3(C)CC[C@H](O)C(C)(C)[C@@H]3CC[C@]12C (some centres not stated)	102	92	111	100	105	102	100	103	100
C/C(=C\C(=O)OCCCCCCCCC(=O)O)C[C@@H]1OC[C@H](C[C@@H]2O[C@H]2[C@@H](C)[C@H](C)O)[C@@H](O)[C@H]1O	96	98	113	·	90	103	94	101	125
CC(C)Oc1ccc(Nc2ccccc2)cc1	95&98	82&78	84&101	93&104	100	99&107	85&91	98&99	108&115
Fc1ccc(Cc2nnc(NC(=S)Nc3ccccc3)s2)cc1	106	98	111	102	94	104	96	108	108
N#C/C(=C\c1ccccn1)c1nc2cc(Cl)ccc2s1	73	44	75	69	94	63	74	86	93
COc1ccc(-c2nc3cc(C)ccc3n2CC(=O)N=Nc2c(O)[nH]c3ccc(Cl)cc23)cc1	-75*	9.8*	-14*	22	-67*	-53*	-74*	31	15
FC(F)(F)c1cccc(/C=C/c2nn3c(-c4ccccc4)nnc3s2)c1	96	97	·	101	98	95	104	93	100
CC(=O)Oc1c(C(C)C)cccc1C(C)(C)C	108	104	103	98	98	106	98	108	107
Cc1cc(NC(=O)c2ccc(N=Nc3c(S(=O)(=O)O)cc4cc(NC(=O)c5ccc(N)cc5)ccc4c3O)cc2)ccc1N=Nc1ccc2cc(S(=O)(=O)O)cc(S(=O)(=O)O)c2c1	107	96	106	99	100	101	109	105	110
O=C(Cn1cc(CN2C(=O)c3ccccc3S2(=O)=O)nn1)N1CCN(c2ccccc2)CC1	105	108	102	92	103	101	105	100	96
CCN(CC)CCNS(=O)(=O)c1ccc(C)cc1	106	97	109	96	96	97	107	108	·
Cn1cc(/C=C2\C(=O)N(CCCCCCn3c4ccccc4c(=O)c4ccccc43)c3ccccc32)c2ccccc21	99	80	112	99	108	104	111	104	106

Exported in markdown: entries from further up
| Molecule | OVCAR-8 | PC-3 | OVCAR-3 | SF-268 | SF-295 | SF-539 | U251 | SNB-19 | DU-145 |
| --- | --- | --- | --- | --- | --- | --- | --- | --- | --- |
| O=C(Cn1cc(CN2C(=O)c3ccccc3S2(=O)=O)nn1)N1CCN(c2ccccc2)CC1 | 105 | 108 | 102 | 92 | 103 | 101 | 105 | 100 | 96 |
| CC(O)C1CC[C@]2(C)[C@@H]1CC[C@@H]1[C@@]3(C)CC[C@H](O)C(C)(C)[C@@H]3CC[C@]12C (some centres not stated) | 102 | 92 | 111 | 100 | 105 | 102 | 100 | 103 | 100 |
| FC(F)(F)c1cccc(/C=C/c2nn3c(-c4ccccc4)nnc3s2)c1 | 96 | 97 | · | 101 | 98 | 95 | 104 | 93 | 100 |

Remaining list, next part
SMILES	OVCAR-8	PC-3	OVCAR-3	SF-268	SF-295	SF-539	U251	SNB-19	DU-145
O=C(/C=C/C=C\c1ccccc1)/C=C/C=C/c1ccccc1	103	93	109	102	104	·	98	103	113
CC1=CC(C)(C)NC(=S)N1c1ccc2ccccc2c1S(=O)(=O)O	105	109	105	99	111	102	111	108	107
Nc1ncc(-c2ccc3ncnc(NCc4ccccc4)c3c2)cn1	54	35	46	45	47	44	64	52	24
CCCCCCCCCCCCCCCC1=NCC[N+]1(CCO)CCO	37	32	87	·	77	73	39	98	·
Cc1cc(-c2ccc(N=Nc3ccc4c(S(=O)(=O)O)cc(S(=O)(=O)O)c(N)c4c3O)c(C)c2)ccc1N=Nc1ccc2c(S(=O)(=O)O)cc(S(=O)(=O)O)c(N)c2c1O	101	82	96	102	94	91	98	111	105
Cc1cc(C#Cc2ccc(C(C)(C)C)cc2)ccc1-n1c(/C=C/c2ccnc3ccccc23)nc2ccccc2c1=O	106	70	84	99	76	99	105	100	113
COc1ccc(-c2cc(-c3ccc(Cl)cc3)nc(SCCCC(=O)O)n2)cc1OC	84	81	89	84	82	87	84	92	93
Oc1cccc2ccc(-c3n[nH]c(=S)n3-c3ccccc3)nc12	·	94	101	101	99	104	101	99	113
Nc1sc2c(c1-c1nnc(-c3ccc(Br)cc3)o1)CCCC2	100	92	111	100	100	98	96	104	109
O=C(Oc1ccc(Cl)cc1Cl)c1cccs1	85	89	106	102	104	103	90	105	111
COC(=O)c1nn2c(c1C(=O)OC)C[C@@H]1C(=O)N(c3ccccc3)C(=O)[C@@H]1[C@@H]2C	105	90	101	91	109	111	109	107	117
O=C(NN1C(=O)CSC1c1ccc(Cl)cc1)c1ccc(NC(=O)c2ccccn2)cc1 (configuration not stated)	101	86	93	91	91	100	101	97	99
NNc1nc(N2Cc3ccccc3C2=O)n[nH]1	101	99	108	101	102	92	102	108	107
CCOC(=O)CSc1nc(-c2cc3ccccc3o2)cc(-c2ccc(Cl)cc2)c1C#N	107	81	100	101	100	113	106	92	108
O=C(NNC(=O)c1cccc2ccccc12)c1ccc(Cl)cc1Cl	103	89	115	100	109	108	96	95	110
COc1ccc(C(=O)COc2ccc(/C=C3\CCc4cc(OC)ccc4C3=O)cc2)cc1	92	91	105	97	105	95	98	100	·
COc1ccc(Cc2cc(-c3ccccc3)nn(C/C(=N/O)c3ccccc3)c2=O)cc1OC	87	65	92	87	86	81	80	82	106
C=CCc1c(C)cc(C)cc1N1C(=O)CN(Cc2ccccc2)C(=O)C1c1ccccc1 (configuration not stated)	89	54	93	83	77	94	89	78	95
COc1ccc(S(=O)(=O)NCCNc2cc(-c3cn(C(C)(C)C)nc3-c3ccccc3)ccn2)cc1	96	70	110	99	88	91	82	101	98
CC1(C)CCc2cc(-c3ccn(S(=O)(=O)c4ccc(C(F)(F)F)cc4)n3)ccc2O1	91	77	104	104	87	95	89	113	103
Clc1cccc(Cl)c1C1CSc2ccccc2N=C1c1ccccc1 (configuration not stated)	·	55	70	73	·	101	·	97	60
C=C(C)[C@@H]1CC[C@]2(C(N)=O)CC[C@]3(C)[C@H](CC[C@@H]4[C@@]5(C)CC/C(=N\OCCC#N)C(C)(C)[C@@H]5CC[C@]43C)[C@@H]12	80	47	79	76	77	83	82	81	93
CC1(C)Nc2cccc3cccc(c23)N1	99	91	113	106	104	90	105	121	118
O=S(=O)(Nc1ccc2ccccc2c1)c1ccc(-c2cnc(C3CC3)o2)cc1	25	23	1.7*	54	34	6.4*	24	36	18
O=C1c2cccc3c(-c4ccc5ncn(C6CCCCC6)c5c4)ccc(c23)C(=O)N1CCN1CCOCC1	57	49	85	77	85	82	67	70	89
O=C(O)c1cccc2c1Cc1cc(Cl)ccc1-2	110	96	113	107	125	99	102	103	101
CCOc1ccc([C@H]2C(C(=O)c3ccc(Cl)cc3)C3(N[C@@H]2c2ccccc2)C(=O)Nc2ccc(Br)cc23)cc1 (some centres not stated)	38	14	-29*	29	38	49	14	48	48
Clc1ccc(/C=C/c2cc(/C=C/c3ccc(Br)cc3)c3ccccc3n2)c(Cl)c1	102	99	104	94	106	95	103	99	105
